From PubChem BioAssay
CHO-K1 Ca antag: M1 antagonist counterscreen hit in parental CHO-K1 cells | ATP-induced calcium, Fluo-8 fluorescence | inhibition, % at 3 µM | actives 0.6% (n = 360,000);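 active = inhibition above a per-plate cutoff, the plate's mean sample inhibition plus 3 SD, cut at about 24% in these data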;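 note: 0% = DMSO plus EC80 ATP and 100% = DMSO alone without ATP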
TAAR1 antag: human TAAR1 antagonists, primary screen, Fluo-8 calcium fluorescence, CHO RD-HGA16 cells; actives 1.5% (n = 360,000); inhibition, % at 3 µM; antagonist; Trace amine-associated receptor 1 (Homo sapiens), Q96RJ0;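 active = inhibition above a per-plate cutoff, the mean inhibition of test compounds on that plate plus 3 SD, cut at about 49% in these data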;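 note: 0% = DMSO plus EC80 beta-PEA response and 100% = DMSO alone without agonist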
Target sequence (Q96RJ0 whole entry, looked up): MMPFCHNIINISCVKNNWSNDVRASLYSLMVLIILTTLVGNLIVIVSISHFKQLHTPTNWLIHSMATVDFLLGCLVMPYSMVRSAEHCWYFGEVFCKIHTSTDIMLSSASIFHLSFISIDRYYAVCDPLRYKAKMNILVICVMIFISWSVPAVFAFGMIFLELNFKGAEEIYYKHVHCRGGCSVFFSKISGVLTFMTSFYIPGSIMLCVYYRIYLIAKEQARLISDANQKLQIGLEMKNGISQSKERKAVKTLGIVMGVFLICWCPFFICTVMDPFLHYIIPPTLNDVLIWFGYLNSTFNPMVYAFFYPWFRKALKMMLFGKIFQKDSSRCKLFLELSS
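Test system: RD-HGA16 CHO cells with stable hTAAR1 and Gα16 / Probe or stimulus: EC80 β-phenethylamine stimulus / Times: seeding 17-24 h prior, 75-min 37 °C, 30-min RT dye loading / Detection: Fluo-8 calcium-sensitive fluorescence / Read-out basis: % inhibition scaled between DMSO and EC80 PEA controls / Repeats: singlicate, one well per test compound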
TAAR1 agonist: human TAAR1 agonists, primary screen, Fluo-8 calcium fluorescence, CHO RD-HGA16 cells; Trace amine-associated receptor 1 (Homo sapiens), Q96RJ0; vehicle wells 0%, saturating PEA agonist 100%; activation, % at 3 µM; actives 0.99% (n = 360,000); AID 624467, 2012;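 active = activation above the mean activation of all test compounds in the run plus 3 SD, cut at about 38% in these data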
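Repeats: no replicates (n 1) | Material: CHO-derived RD-HGA16 cells with stable Gα16 and human TAAR1 | Technique: Kinetic Fluo-8 calcium fluorescence | Schedule: 17-24 h seeding, 75 min 37 °C dye, 30 min RT | Evaluation: % activation from peak over basal fluorescence ratio, DMSO-to-PEA scaled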
CHO-K1 Ca PAM: nonselective calcium activators in parental CHO-K1 cells, primary screen, counter-screen for M1 PAM project, cell-based, Fluo-8 calcium fluorescence, full deck, 1536-well | AID 602247, 2012 | ATP EC20; 0% at ATP EC20, 100% at ATP max | actives 0.02% (n = 360,000) | activation, % at 3 µM;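 active = activation above the run cutoff, the mean activation of all test compounds plus 3 SD, cut at about 40% in these data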;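 note: peak over basal fluorescence ratio in a 140 s read after ATP addition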
CHO parental Ca: ATP-evoked calcium signal inhibitors, parental CHO, primary screen, counter-screen for OX1R antagonist project, cell-based, fluorescence, Fluo-8 calcium dye. inhibition, % at 5.6 µM. parental CHO-K1, ATP-induced calcium, Fluo-8 fluorescence. actives 0.63% (n = 330,000);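 active = inhibition above that plate's mean sample inhibition plus 3 SD, cut at about 26% in these data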;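 note: 0% = ATP-challenged DMSO wells and 100% = DMSO wells without ATP; some compounds past the cut are filed as inactive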
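Material – parental CHO cells · Reagent – ATP stimulus · Compound – single nominal dose of 5.6 µM per compound · Detection – Fluo-8 fluorescence · Read-out basis – percent inhibition of calcium signal · Controls – ATP-challenged DMSO wells low, unchallenged DMSO wells high · Repeats – no replicates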
CHRM1 agonist: human M1 muscarinic receptor agonists, primary screen, Fluo-8 calcium fluorescence, CHO-K1 cells, HTS. actives 0.33% (n = 360,000). activation, % at 3 µM. Muscarinic acetylcholine receptor M1 (Homo sapiens), P11229. CHO-K1 hM1, agonist mode; 0% DMSO, 100% acetylcholine EC100;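 active = activation above the run's mean compound activation plus 3 SD, cut at about 16% in these data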;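 note: peak over basal fluorescence ratio within a 140 s kinetic read after compound addition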
V1aR counter: agonists of human V1a receptor, primary screen, counter-screen for OXTR agonist project, fluorescence, CHO-V1R cells; activation, % at 3 µM; Fluo-8 calcium fluorescence, agonist mode; 0% DMSO, 100% 3 nM vasopressin; actives 0.25% (n = 320,000); Vasopressin V1a receptor (Homo sapiens), P37288;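 active = activation above the mean activation of all tested compounds plus 3 SD, per screening run, cut at about 20% in these data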;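 note: signal is peak over basal fluorescence ratio across a 100 second FLIPR read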
Target sequence (P37288 whole entry, looked up): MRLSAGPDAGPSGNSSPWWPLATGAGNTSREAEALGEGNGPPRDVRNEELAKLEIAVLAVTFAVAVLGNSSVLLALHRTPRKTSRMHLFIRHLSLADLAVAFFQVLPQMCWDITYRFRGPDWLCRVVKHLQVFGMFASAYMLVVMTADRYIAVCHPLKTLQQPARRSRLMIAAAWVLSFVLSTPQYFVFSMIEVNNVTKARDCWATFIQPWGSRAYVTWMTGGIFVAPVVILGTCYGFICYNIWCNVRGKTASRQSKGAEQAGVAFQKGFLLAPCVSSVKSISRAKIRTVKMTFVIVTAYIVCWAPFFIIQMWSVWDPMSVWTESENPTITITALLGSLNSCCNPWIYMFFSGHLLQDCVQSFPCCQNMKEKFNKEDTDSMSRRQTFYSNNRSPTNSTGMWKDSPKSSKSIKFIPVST
OXTR potentiator: human OXTR potentiators, primary screen, fluorescence, CHO-OTR cells, Fluo-8 calcium | activation, % at 3 µM | actives 0.061% (n = 320,000) | Fluo-8 calcium fluorescence, potentiator mode; 0% = oxytocin EC15, 100% = EC100;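 active = activation above that plate's cutoff, the mean activation of tested compounds plus 3 SD, cut at about 6.6% in these data, passing the limit was not always enough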;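 note: 100% uses oxytocin at 75 nM as the full agonist control; some results filed as inactive read as strong as hits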
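Assay system: CHO cell line stably expressing human OTR. Reagent: EC15 oxytocin agonist. Dosing: single dose, 3.0 µM nominal final compound concentration. Timing: compound 6 min at room temperature before oxytocin, 100 s read. Signal: kinetic Fluo-8 calcium fluorescence. Controls: oxytocin EC15 low and EC100 high.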
CHO-K1 Ca ag: counter-screen for M1 agonists: effect in parental CHO-K1 cells. Fluo-8 calcium fluorescence; scaled to maximal ATP response, vehicle zero. activation, % at 3 µM. actives 0.48% (n = 360,000); in the data active = activation above about 15%;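 note: untransfected CHO-K1 host cells lacking M1 receptor as counterscreen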
* = called active by the depositor; / = not tested or not shown.

SMILES	CHO-K1 Ca antag	TAAR1 antag	TAAR1 agonist	CHO-K1 Ca PAM	CHO parental Ca	CHRM1 agonist	V1aR counter	OXTR potentiator	CHO-K1 Ca ag
COc1cc(S(=O)(=O)N(Cc2ccccc2)Cc2ccccn2)ccc1-n1cnnn1	-14	4	5	6	-22	-8	1.0	-10	1.7
CCOc1cc(N2CCOCC2)c(OCC)cc1NC(=O)COC(=O)c1ccccc1OC(F)F	11	-12	0	-11	/	0	/	/	-0.6
O=C(NCc1ccco1)c1ccc(COc2cc(Cl)ccc2Cl)cc1	6	19	-1	16	-11	-7	-0.8	-9	1.3
N#Cc1ccc(CSc2nnc(NC(=O)CN3C(=O)C4CC=CCC4C3=O)s2)cc1 (configuration not stated)	-7	-10	2	21	-7	-2	2.4	-4	1.1
CC(=O)Nc1cc(-c2cccc(C(=O)N(C)C)c2)cn2c(-c3cccc(C(F)(F)F)c3)cnc12	20	35	16	4	/	-1	/	/	2.2
COCCCn1c(=O)c2ccccc2n(Cc2ccc(C)cc2)c1=O	-9	-29	5	12	-15	-5	-0.3	-1	1.1
C#CCOCCOCCOCCNc1nc(N2CCN(C(=O)[C@H](CCC(=O)O)n3cc(C(N)[C@H](C)CC)nn3)CC2)nc(N2CCN(C(=O)[C@H](CCC(=O)O)n3cc(C(N)[C@H](C)CC)nn3)CC2)n1 (some centres not stated)	-18	9	5	13	-9	-2	0.4	6	0.8
COc1ccc(/C(O)=C2\C(=O)C(=O)N(CCN(C)C)C2c2cc(OC)c(OC)c(OC)c2)c(C)c1 (configuration not stated)	-8	13	6	15	-13	-1	0.5	-10	1.9
O=C(NCc1ccccc1C(F)(F)F)C1CCC(=O)N(CCCc2ccccc2)C1 (configuration not stated)	-3	-4	1	5	-15	-3	0.7	-4	0.8
O=C(COC(=O)[C@@H]1CCCN1S(=O)(=O)c1ccccc1F)Nc1ccc(OC(F)F)cc1	-8	11	2	15	-15	-6	-0.6	-6	0.1
Cn1ncc2c(=O)n(/N=C/c3ccccc3)cnc21	-3	-7	2	20	-1	-2	0.8	-9	0.3
COc1ccc(NC(=O)CC(Cc2ccccc2)C(=O)O)cc1 (configuration not stated)	-5	3	11	16	-2	-6	-0.6	-12	0.5
CN(C)S(=O)(=O)c1cccc(NC(=O)Cn2cc(C(F)(F)F)cc(Cl)c2=O)c1	-17	-13	0	19	-10	-2	-0.8	-5	1.9
COc1cccc(Cn2c3ccc(NC(=O)Cc4ccccc4C)cc3c(=O)n2C)c1	-10	-7	5	7	/	-7	/	/	2.4
Cc1ccc(N)cc1NC(=O)CN1CCOCC1	-5	11	-1	0	0	0	0.5	-18	-0.2
Cc1ccc(NC(=O)Cc2noc3ccccc23)cc1	3	3	-1	13	8	-4	-0.2	0	0.5
COc1ccccc1N1CCN(C2CCCN(C(=O)CCC(C)=O)C2)CC1 (configuration not stated)	-17	-14	2	14	-19	-6	0.3	-6	0.6
CCOc1cccc2cc(-c3nnc(NCc4ccc5c(c4)OCO5)s3)c(=O)oc12	6	9	0	11	-8	-5	-0.2	-5	1.2
CCOC(=O)c1nn(-c2ccc(F)cc2)cc1O	-14	-20	1	-6	-10	-6	-0.8	-8	0.9
C/C(=N\NC(=O)c1ccc(Br)cc1)c1ccccc1	-6	-28	13	12	16	-4	-0.7	-12	0.7
COc1ccccc1C1(CCN=Cc2ccc(N(C)C)cc2)CCOC(C)(C)C1 (configuration not stated)	-10	-27	1	3	-13	-4	-0.6	-3	0.8
CCN(CC)CCCn1c2c(c(SCC(=O)Nc3cccc(C)c3C)nc1=O)CCC2	2	-2	0	10	-8	-7	0.0	0	0.3
COc1nc(Nc2ccc([N+](=O)[O-])cc2)nc(NC(C)C)n1	-9	-16	-3	22	-25	-8	-1.9	3	0.1
OC12CC3C[C@H](C1)C(N1CCOCC1)[C@@H](C3)C2 (some centres not stated)	-12	-7	5	16	3	-2	0.3	-10	0.5
Cc1ccc(CS(=O)(=O)CCC(=O)NC2CC2)cc1	-9	-5	19	20	-3	-3	-0.2	1	0.4
Cc1c(C(=O)NC2CCCC2)oc2ccccc12	8	-4	10	2	-11	-1	-1.4	-4	-0.2
O=C(CN1C(=O)C2C3C=CC(C3)C2C1=O)Nc1nc2ccccc2[nH]1 (configuration not stated)	-5	13	8	24	1	-4	-0.3	2	2.0
Cc1cccc(CNC(=O)CCCn2nc(C)c3c(C)n(-c4ccccc4)nc3c2=O)c1	-23	-20	2	-8	-24	-14	0.5	1	-0.3
CCC(c1nnnn1C(C)(C)CC)N(CCN1CCOCC1)Cc1cc2cc(C)ccc2[nH]c1=O (configuration not stated)	-4	-9	13	4	-26	-5	-0.7	-7	-0.4
CCCNC(=O)C(Cc1cccc(Cl)c1)NC(=O)c1ccccc1 (configuration not stated)	2	0	8	-6	-20	-3	-0.1	-7	-0.5

A second format for part of the listing above:
Cc1ccc(CS(=O)(=O)CCC(=O)NC2CC2)cc1
- CHO-K1 Ca antag: -9
- TAAR1 antag: -5
- TAAR1 agonist: 19
- CHO-K1 Ca PAM: 20
- CHO parental Ca: -3
- CHRM1 agonist: -3
- V1aR counter: -0.2
- OXTR potentiator: 1
- CHO-K1 Ca ag: 0.4
COc1ccccc1N1CCN(C2CCCN(C(=O)CCC(C)=O)C2)CC1 (configuration not stated)
- CHO-K1 Ca antag: -17
- TAAR1 antag: -14
- TAAR1 agonist: 2
- CHO-K1 Ca PAM: 14
- CHO parental Ca: -19
- CHRM1 agonist: -6
- V1aR counter: 0.3
- OXTR potentiator: -6
- CHO-K1 Ca ag: 0.6
O=C(COC(=O)[C@@H]1CCCN1S(=O)(=O)c1ccccc1F)Nc1ccc(OC(F)F)cc1
- CHO-K1 Ca antag: -8
- TAAR1 antag: 11
- TAAR1 agonist: 2
- CHO-K1 Ca PAM: 15
- CHO parental Ca: -15
- CHRM1 agonist: -6
- V1aR counter: -0.6
- OXTR potentiator: -6
- CHO-K1 Ca ag: 0.1

Other records follow:
SMILES	CHO-K1 Ca antag	TAAR1 antag	TAAR1 agonist	CHO-K1 Ca PAM	CHO parental Ca	CHRM1 agonist	V1aR counter	OXTR potentiator	CHO-K1 Ca ag
C[C@@H]1CC[C@]2(O[C@H](CCO)C[C@@H](O)[C@@H]2O)O1	7	-16	5	0	-5	1	0.8	-2	-0.4
CCSC1=C(C#N)C(c2ccc3c(c2)OCO3)C2=C(CCCC2=O)N1 (configuration not stated)	-2	-28	6	10	-9	-3	0.5	2	0.4
Cc1ccc(C)c(S(=O)(=O)NC(CC(C)C)C(=O)O)c1 (configuration not stated)	1	-3	3	3	-7	-1	-0.2	-13	0.0
Cc1cc(C)c(C)c(OCc2nc(-c3cccnc3)no2)c1	2	30	8	-5	-20	-6	-0.1	-5	-0.3
COc1ccc(CCNC(=O)C2(C)CCC(=O)N2Cc2ccc(C)cc2)cc1OC (configuration not stated)	-15	-2	2	8	-20	-4	-1.3	4	0.8
CCn1c(C)c(C)c2cc(C(=O)NCCCN3CCCCC3)ccc21	-11	-10	4	25	8	-5	-0.1	-11	-0.1
C1=Nc2c(NCc3ccccc3)ncnc2Oc2ccccc21	-2	-13	12	0	-12	-4	-1.0	4	0.9
COc1ccc(-c2ccc(C)cc2)cc1[C@H]1[C@H]2C=CC[C@@H](C)[C@@H]2C(=O)N1Cc1ccccc1	-8	-9	8	-1	-22	2	0.8	2	0.0
COc1ccc(/C=C(/CC(=O)NCc2ccc(Cl)cc2)c2nc3ccccc3s2)cc1	-8	-24	7	16	-8	-5	0.3	-6	0.7
O=S(=O)(c1ccc(F)c(F)c1F)N1CCN(C(=S)NC2CC3CCC2C3)CC1 (configuration not stated)	-11	14	7	6	-4	-3	1.8	-23	0.1
O=C(NCc1nc2ccccc2[nH]1)C1=C[C@H](c2coc3ccccc3c2=O)C[C@H](OCc2ccc(CO)cc2)O1	-13	36	11	2	-18	-11	-1.4	-9	1.6
CCCc1nnc(NC(=O)CCC(=O)N2CCN(C3CCCC3)CC2)s1	4	-20	3	11	-20	14	-0.3	-11	5.3
CCOc1ccccc1NC(=O)CSc1nc(N)c(C#N)cc1C#N	-2	0	23	10	7	4	6.2	-4	4.5
CC1(C)[C@@H](O)CC[C@]2(C)[C@H]3C(=O)C=C4[C@@H]5C[C@@](C)(C(=O)O)CC[C@]5(C)CC[C@@]4(C)[C@]3(C)CC[C@@H]12	1	-25	1	-3	-1	0	0.8	4	0.5
CCC(C(=O)N1CCOCC1)n1c(C(=O)OC)cc2occc21 (configuration not stated)	-16	-8	10	18	-3	-3	0.6	-5	0.8
CN(Cc1ccccc1N1CCCC1)C(=O)c1cc2cc(Cl)ccc2o1	-7	-9	5	-18	-34	-7	-0.6	-6	-1.1
CCN1C(=O)/C(=C\c2ccc(-c3ccc([N+](=O)[O-])cc3OC)o2)SC1=Nc1cccc(C(=O)O)c1	-10	6	1	18	/	-5	/	/	0.1
O=C1CCC(=O)N1c1ccc(-c2nc3ccccc3s2)cc1	6	0	0	-1	9	-5	2.8	-10	-0.3
Cc1ccc(NC(=O)CN(C)S(=O)(=O)c2cccc3cccnc23)c(C)c1	-12	-18	1	0	-15	-1	0.4	-3	0.9
COc1ccc([N+](=O)[O-])cc1NC(=O)C(C)OC(=O)Cn1[nH]c(=O)c2ccccc2c1=O (configuration not stated)	-4	-5	2	6	-2	0	1.2	-8	0.6
CCn1ncc(CNC(=O)CCSc2nc(-c3ccco3)cc(C(F)(F)F)n2)c1C	-3	-3	3	6	-17	-4	1.2	-3	1.0
COc1ccc(C(=O)Oc2cc(C(=S)N3CCOCC3)ccc2OC)cc1	-4	-4	4	-6	-10	-3	2.1	-4	0.6
COc1ccc(-n2cnc3cc(N)ccc32)cc1	-1	17	0	-1	-7	-6	0.6	4	0.1
O=c1n(Cc2ccccc2Cl)c2sc3c(c2c2ncnn12)CCCC3	-10	-3	15	16	/	-2	/	/	0.4
CCCC(C)NC(=O)CN(Cc1ccco1)S(=O)(=O)c1ccccc1 (configuration not stated)	-8	-3	19	-1	-10	-4	-0.2	-4	0.1
O=C(Nc1cc(Sc2nc3ccccc3s2)cc([N+](=O)[O-])c1)c1ccccc1F	-8	-10	3	15	-12	-3	0.0	-15	0.9
